RGS4 inh = RGS4 inhibitors, primary screen, cell-based, HEK293 M3R inducible RGS4, calcium flux; Regulator of G-protein signaling 4 (Homo sapiens), P49798; Fluo-4 calcium flux; hits give high values; triggered by carbachol at its EC20; B-score at 10 µM; 0.45% of 310,000 active;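 active = B-score, a plate-corrected calcium signal, over three deviations above library mean, with baseline fluorescence within five deviations of library mean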;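 also: RGS4 expression induced by doxycycline in cells with stable M3 receptor; B-score is computed from the integrated fluorescence ratio over baseline after carbachol; higher B-score means a larger calcium signal and so more RGS4 inhibition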
KCNQ1 act = potentiators or activators of KCNQ1 channel, primary screen, cell-based, thallium flux, high-throughput | B-score at 10 µM | Potassium voltage-gated channel subfamily KQT member 1 (Homo sapiens), P51787 | AID 2648, 2010 | 0.35% of 310,000 active | CHO-K1 KCNQ1, thallium flux FluxOR fluorescence; hits give high values;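 active = fluorescence ratio B-score, a plate-corrected score, at least three library SD, with initial intensity B-score within 5 SD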
Target sequence (P51787 whole entry, looked up): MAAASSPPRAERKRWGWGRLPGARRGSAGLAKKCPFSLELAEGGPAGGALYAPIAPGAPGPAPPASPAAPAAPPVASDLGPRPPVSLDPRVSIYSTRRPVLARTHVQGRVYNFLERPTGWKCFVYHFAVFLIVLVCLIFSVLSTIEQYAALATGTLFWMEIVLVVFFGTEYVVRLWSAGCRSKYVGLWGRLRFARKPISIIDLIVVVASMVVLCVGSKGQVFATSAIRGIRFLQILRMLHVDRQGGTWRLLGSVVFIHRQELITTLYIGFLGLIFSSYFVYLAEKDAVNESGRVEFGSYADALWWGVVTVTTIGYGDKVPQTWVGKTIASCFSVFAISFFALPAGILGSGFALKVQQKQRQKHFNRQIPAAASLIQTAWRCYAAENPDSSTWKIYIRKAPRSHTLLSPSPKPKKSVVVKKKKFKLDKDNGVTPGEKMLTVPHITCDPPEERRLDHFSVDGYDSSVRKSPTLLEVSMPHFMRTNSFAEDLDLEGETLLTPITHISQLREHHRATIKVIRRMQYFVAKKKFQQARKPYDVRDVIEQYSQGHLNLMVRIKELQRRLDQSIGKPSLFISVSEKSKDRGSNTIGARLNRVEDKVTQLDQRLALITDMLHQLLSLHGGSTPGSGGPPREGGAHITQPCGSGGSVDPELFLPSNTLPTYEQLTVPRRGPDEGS
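Material: CHO-K1 cells stably expressing KCNQ1. Medium: assay buffer for compound exposure, DMSO matched across wells. Reagent: K+/Tl+ depolarizing stimulus. Compound dosing: single-concentration screen. Times: 37 °C overnight plating, 90-min dark dye load, 20-min compound pretreatment. Technique: FluxOR Tl+ flux fluorescence.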
ANO1 block = TMEM16A chloride channel inhibitors, primary screen, cell-based, HTS | Anoctamin-1 (Mus musculus), Q8BHY3 | HEK293 TMEM16A/YFP iodide influx fluorescence, ionomycin | normalized B-score (activity score, 25-100; higher = stronger inhibition) at 10 µM | 1.2% of 310,000 active | AID 588511, 2011;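 active = ratio plate-corrected score three or more library SD toward inhibition, starting fluorescence score within five deviations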;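 also: score derived from kinetic fluorescence span divided by baseline fluorescence per well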
RGS4 pot = RGS4 potentiators or activators, primary screen, cell-based, HEK293 M3R inducible RGS4, calcium flux; carbachol calcium flux Fluo4; hits give low values; B-score at 10 µM; 0.92% of 310,000 active;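 active = B-score of the integrated calcium signal more than 4 SD below the library mean, with starting fluorescence not abnormally high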;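 also: negative B-score means reduced calcium response which marks RGS4 activation or potentiation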
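Test system: HEK293 cells with stable M3R and inducible RGS4; also added: carbachol at ECmax as muscarinic agonist stimulus; schedule: dye loading 30 min 37 °C, buffer rest 30 min RT; technique: kinetic calcium fluorescence imaging with Fluo4-AM dye, 2 µM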
KCNK9 block = KCNK9 potassium channel inhibitors, primary screen, HEK293 cells, thallium flux; FluxOR thallium flux fluorescence; hits give low values; B-score at 10 µM; 1.2% of 310,000 active; Potassium channel subfamily K member 9 (Homo sapiens), Q9NPC2; AID 488922, 2010;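 active = ratio B-score over 3 SD below the library mean, with starting fluorescence within 5 SD of its mean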;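 also: negative B-score means less thallium flux so channel inhibition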
KCNQ1 block = inhibitors of human KCNQ1 channel, primary screen, cell-based, thallium flux, high-throughput | B-score at 10 µM | 1.3% of 310,000 active | Potassium voltage-gated channel subfamily KQT member 1 (Homo sapiens), P51787 | CHO-K1 KCNQ1, FluxOR thallium flux fluorescence; hits give high values;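 active = compounds whose thallium flux B-score, printed positive for inhibition, exceeds three library SD while starting fluorescence stays within three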;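 also: channel opened by potassium depolarization with thallium stimulus after 20 min compound exposure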
SKKanGAS inh = S. pyogenes SKKanGAS growth inhibitors in kanamycin, primary screen, streptokinase expression inhibitor project, SKKanGAS strain, BacTiter-Glo luminescence | 6 h | inhibition, % at 7.5 µM | 1.3% of 300,000 active;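 active = mean replicate score, as percent of positive control median, at least 50; inconclusive = mean below 50 but one replicate at or above 50; inactive = mean and every replicate below 50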;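 also: strain carries kanamycin resistance gene driven by streptokinase promoter and grows in 40 µg/ml kanamycin; loss of luminescence reflects streptokinase promoter inhibition or plain growth inhibition; 0% = median of DMSO wells and 100% = positive control at its reference dose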
TMEM16A act = TMEM16A chloride channel activators or potentiators, primary screen, cell-based, HTS; HEK293 TMEM16A/YFP-H148Q/I152L, iodide quench fluorescence; hits give low values; B-score at 10 µM; 0.3% of 340,000 active; AID 623877, 2012;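 active = fluorescence-ratio B-score plate-corrected deviation score at least 3 library SD below zero, with starting fluorescence score within 5 deviations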;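 also: channel opened by trigger with iodide after compound preincubation; score built on the fluorescence ratio of max minus min over baseline; more negative score means more quench and so TMEM16A activation or potentiation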
KCNK3 block = human KCNK3 channel inhibitors, primary screen, CHO cells, FluxOR thallium flux, B-score; Potassium channel subfamily K member 3 (Homo sapiens), O14649; FluxOR fluorescence; hits give low values; B-score at 10 µM; 0.84% of 340,000 active; AID 602410, 2012;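 active = B-score under library mean minus 4 SD, starting fluorescence ratio at most library mean plus 5 SD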;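 also: more negative B-score means stronger inhibition of thallium flux through KCNK3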
hERG protect = hERG rescue from dofetilide block, primary screen, cell-based, CHO-hERG, FluxOR thallium flux, dofetilide IC70; Voltage-gated inwardly rectifying potassium channel KCNH2 (Homo sapiens), Q12809; activation (rescue from dofetilide block), less the hit threshold, % at 10 µM; AID 1511, 2009; dofetilide IC70 present; 0.51% of 310,000 active;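 active = activation above the mean of controls blocked by dofetilide plus 5 SD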;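 also: thallium influx through hERG after potassium depolarization seen as dye fluorescence rise; in these data hits start at about 4.7%; inactives centre near -7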
HDAC3 inhib = HDAC3 deacetylase inhibitors, primary screen, biochemical, fluorescence, cell-free homogeneous | recombinant HDAC3, fluorogenic peptide/trypsin coupled | 0.15% of 320,000 active | inhibition, % at 8.3 µM | AID 2718, 2010 | Histone deacetylase 3 (Homo sapiens), O15379; in the data active = inhibition above about 26%, passing the limit was not always enough; inconclusive = no clear call, values can overlap the other calls
Target sequence (O15379 whole entry, looked up): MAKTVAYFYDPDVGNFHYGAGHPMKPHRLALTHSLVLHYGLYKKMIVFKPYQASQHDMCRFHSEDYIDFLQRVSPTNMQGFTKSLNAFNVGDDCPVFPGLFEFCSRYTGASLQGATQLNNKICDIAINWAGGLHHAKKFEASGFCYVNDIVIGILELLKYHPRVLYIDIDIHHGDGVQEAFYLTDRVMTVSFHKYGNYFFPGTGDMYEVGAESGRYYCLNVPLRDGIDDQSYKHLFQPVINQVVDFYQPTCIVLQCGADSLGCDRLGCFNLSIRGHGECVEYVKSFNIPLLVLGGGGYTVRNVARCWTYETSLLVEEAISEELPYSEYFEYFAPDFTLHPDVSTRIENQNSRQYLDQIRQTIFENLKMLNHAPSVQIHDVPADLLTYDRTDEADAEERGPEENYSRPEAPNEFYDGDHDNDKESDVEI
Starred values were filed as active, the others as inactive; i = inactive; ? = inconclusive; . = no result given.

SMILES	RGS4 inh	KCNQ1 act	ANO1 block	RGS4 pot	KCNK9 block	KCNQ1 block	SKKanGAS inh	TMEM16A act	KCNK3 block	hERG protect	HDAC3 inhib
O=C1CCN(c2ccc([N+](=O)[O-])cc2F)CC1	i	i	i	i	i	i	0.5	i	i	-0.1	1.5
c1ccc(CNc2c3ccccc3nc3ccccc23)cc1	i	i	i	i	i	8*	-3.4	i	i	-24.3	0.1
COc1ccc(C2c3ccc(O)cc3Oc3ncn4nc(-c5ccccn5)nc4c32)cc1 (configuration not stated)	i	i	i	i	i	i	25.8	i	i	-2.9	-3.8
COc1ccc2c(c1)c(=O)oc1c(C)c(OCc3ccc(C(=O)O)cc3)ccc12	i	i	i	i	i	i	51.6*	i	i	-0.7	-1.8
CC(=O)Nc1ccc(Cc2nc3c([nH]2)c(=O)n(C)c(=O)n3C)cc1	i	i	i	i	i	i	7.0	.	.	-11.3	0.0
CCC1CCC(C(=O)NC(C(=O)NCCCN2CCCCC2C)C(C)C)CC1 (configuration not stated)	i	i	i	i	i	i	-1.3	i	i	-12.0	9.2
CC(=O)C1=C(c2ccccc2)OC(N)=C(C#N)C1c1ccc(O)cc1 (configuration not stated)	i	i	i	i	i	i	-5.3	i	i	-7.2	5.8
COc1ccc(-c2cc(C(=O)NCc3cccnc3)no2)cc1OC	i	i	i	i	i	i	-9.0	i	i	-8.0	-9.9
CC(C)C(=O)Nc1ccc([N+](=O)[O-])c(C(F)(F)F)c1	i	i	i	i	i	i	7.4	i	i	-4.5	3.3
Cc1cccc(C(=O)N2CCN(S(=O)(=O)N3CCCCC3)CC2)c1	i	i	i	i	i	i	-4.2	i	i	-14.2	4.9
CCCCNC(=O)c1ccccc1NC(=O)c1ccccc1N(C)S(C)(=O)=O	i	i	i	i	i	i	3.7	i	i	-6.5	1.1
Nc1nonc1-n1nnc(C(=O)N/N=C/c2ccco2)c1CSc1ccccc1	i	i	i	i	i	i	-5.0	i	i	-6.0	-7.3
O=C(NCc1ccc2c(c1)OCO2)c1ccc(Br)s1	i	i	i	i	i	i	7.7	i	i	-2.1	6.1
O=C(c1ccc(Br)cc1)N(C1=NCCCCS1)c1ccccc1	i	i	i	i	i	i	-2.0	i	i	-2.1	-0.2
COc1ccc(C2C(C(=O)N3CCN(c4ccccn4)CC3)CCC(=O)N2c2ccc(OC)cc2)cc1 (configuration not stated)	i	i	i	i	i	i	-1.1	i	i	-12.2	-8.2
CCN(CC(=O)NCc1ccc(Cl)cc1)C(=O)CSc1ccc(F)cc1	i	i	i	i	i	i	-2.3	i	i	-10.9	0.9
O=C(Nc1nnc(S(=O)(=O)N2CCCCC2)s1)c1ccc(Cl)cc1	i	i	i	i	i	i	22.7	i	i	-10.3	4.5
Cc1nn(-c2ccccc2)c(C)c1/C=N/NC(=O)CSc1nnc(-c2ccccc2)n1-c1ccc(Cl)cc1	i	i	i	i	i	i	14.8	i	i	-7.9	10.6
Cc1cc(C)c(OCC(=O)NCC2CCCO2)c(C)c1 (configuration not stated)	i	i	i	i	i	i	1.3	i	i	-1.3	-5.0
CCn1c(SCCOc2ccc(Cl)cc2)nnc1-c1cccs1	i	i	i	i	i	i	-2.8	i	i	-11.2	-0.5
CCCCC(=O)Nc1ccc2oc(-c3cccnc3)nc2c1	i	i	i	i	i	i	.	i	i	-4.5	-14.9
NC(=O)c1cc(C(=O)c2ccc(Cl)cc2)c[nH]1	i	i	i	i	i	i	0.6	i	i	-1.5	-11.1
Cc1ccc(-c2c[n+](Cc3ccc(Cl)c(Cl)c3)c3n2CCC3)cc1	i	i	i	i	i	i	11.3	i	i	-21.1	-1.0
O=S(=O)(c1ccc2c(c1)OCCO2)N1CCN(Cc2ccccc2)CC1	i	i	i	i	i	i	7.9	i	i	-1.4	-1.1
CCOC(=O)c1c(-c2cccc([N+](=O)[O-])c2)csc1NC(=O)CCCOc1ccccc1	i	i	i	i	i	i	5.6	i	i	-5.8	0.6
Cc1cccc(C(=O)OC(C)CN2CCOCC2)c1 (configuration not stated)	i	i	i	i	i	i	-1.2	i	i	-7.8	1.6
Cc1cc(C(=O)NNC(=S)NCC(C)C)cs1	i	i	i	i	i	i	3.6	i	i	-1.2	-4.8
O=C(O)c1ccc(COc2ccc3c(c2)CCC3)cc1	i	i	i	i	i	i	15.0	i	i	-1.5	-0.8
S=C(NC1CCCC1)N1CCN(C/C=C/c2ccccc2)CC1	i	i	i	i	i	i	-0.3	i	i	-9.3	3.4
C=CCNC(=O)COC(=O)c1nc2nccc(C)n2n1	i	i	i	i	i	i	-1.7	i	i	-8.2	0.7
CC(=O)Nc1ccc2c(c1)n(C)c(=O)n2C	i	i	i	i	i	i	-3.4	i	i	-13.0	0.7
CC(CC(=O)Nc1ccc(S(=O)(=O)N2CCOCC2)cc1)c1ccccc1 (configuration not stated)	i	i	i	i	i	i	4.1	i	i	-6.1	.
Cc1ccc2c(c1)cc1c(=O)n(CC(=O)NCCN3CCCC3)nc(C)n12	i	i	i	i	i	i	-5.0	i	i	-2.0	-4.9
Cc1ccc(NC(=O)Cn2nc(C)c3ccccc3c2=O)cc1	i	i	i	i	i	i	-22.6	i	i	-9.5	-4.5
O=C(CN1CCCCCC1)Nc1ccc(Br)cc1Br	i	i	i	i	i	i	3.7	i	i	-1.8	7.3
O=C(NC(=O)c1ccccc1)NC(=O)c1ccccc1	i	i	i	i	i	i	-1.0	i	i	-9.3	2.6
O=C(Cn1nnc(-c2ccccc2Cl)n1)N1CCN(S(=O)(=O)c2ccc(Cl)cc2)CC1	i	i	i	i	i	i	-0.9	i	i	-5.4	-0.2
c1ccc(CCNc2ccc3nncn3n2)cc1	i	i	i	i	i	i	-5.4	i	i	-2.3	-4.4
O=C(CN(c1cccc(C(F)(F)F)c1)S(=O)(=O)c1ccccc1)N1CCOCC1	i	i	i	i	i	i	1.6	i	i	-11.4	-5.1
Cc1ccc(-c2csc(=S)n2CC(=O)OCC(=O)NC(C)C(C)C)cc1 (configuration not stated)	i	i	i	i	i	i	-4.5	i	i	-15.0	0.7
CCOC(=O)c1sc2nc(SC)nc(-c3ccc(Cl)cc3)c2c1N	i	i	i	i	i	i	-1.6	i	i	-11.2	0.7
Cc1cc(/C=N/Nc2ncnc(N)c2[N+](=O)[O-])c(C)n1-c1ccccc1	i	i	i	i	i	i	12.8	i	i	-4.1	10.3
COc1ccc(NC(=O)N2CCc3ccccc3C2)c(OC)c1	i	i	i	i	i	i	9.9	i	i	-2.8	3.0
COc1ccc(C(=O)OCC(=O)Nc2ccc(OC(F)F)cc2)c(OC)c1	i	i	i	i	i	i	9.6	i	i	-9.8	2.0
CN1CCN(CC(O)COCc2ccc3c(c2)OCO3)CC1 (configuration not stated)	i	i	i	i	i	i	3.2	i	i	-1.0	1.0
CCCCNC(=O)Cc1cc(=O)[nH]c(=O)[nH]1	i	i	i	i	i	i	-2.8	i	i	-7.2	1.0
O=C1c2oc3ccccc3c(=O)c2C(c2ccc(O)cc2)N1c1nccs1 (configuration not stated)	i	i	i	i	i	i	7.4	i	i	-8.8	-11.2
CC(C)OC(=O)c1ccc(NC(=O)CSc2nc3ncccc3[nH]2)cc1	i	i	i	i	i	i	-6.5	i	i	-15.9	-6.7
Cc1ccccc1NC(=O)c1cccc2c1C(=O)N(C1CCCCC1)C2	i	i	i	i	i	i	-6.8	i	i	-8.8	-16.0
COc1cccc(CN(C(=O)c2ccc([N+](=O)[O-])cc2)C2CCS(=O)(=O)C2)c1 (configuration not stated)	i	i	i	i	i	i	0.4	i	i	-4.8	1.2
Cc1cc(=O)oc(C)c1C(=O)Nc1ccc2ncccc2c1	i	i	i	i	i	i	-1.6	i	i	-10.1	-0.1
COc1ccccc1NC(=O)c1ccc(SCC(=O)NCc2ccccc2Cl)c([N+](=O)[O-])c1	i	i	i	i	i	i	18.1	i	i	-6.0	-2.2
Cn1nnnc1SCC(=O)NC1CCCC1	i	i	i	i	i	i	-3.3	i	i	-11.2	2.2
CC(C)(C)c1cc(CCC(=O)N2CCC2)cc(C(C)(C)C)c1O	i	i	i	i	i	i	-1.0	i	i	-3.1	11.7
Cc1cc(CN2CCCC(CO)(Cc3cccc(Cl)c3)C2)n[nH]1 (configuration not stated)	i	i	i	i	i	i	-5.7	i	i	-12.1	0.8
O=C(NCCN1CCOCC1)c1cccc(Cl)c1	i	i	i	i	i	i	-9.3	i	i	-14.9	-2.2
COc1cc(OC)cc(C(=O)NNC(=S)NC(=O)c2cccnc2)c1	i	i	i	i	i	i	16.1	i	i	-5.1	?
CCOc1ccc2c(c1)C(C)=CC(C)(C)N2S(=O)(=O)c1ccc(C)cc1	i	i	.	i	i	i	-9.1	i	i	-5.9	.
Brc1ccccc1-c1nnc(-c2cccnc2)o1	i	i	i	i	i	i	4.4	i	i	-3.5	2.2
CC(=O)N(CCCc1ccc(C(C)(C)C)cc1)CCCN(C)C	i	i	i	i	i	i	6.4	i	i	2.7	-2.6

Next compounds.
SMILES	RGS4 inh	KCNQ1 act	ANO1 block	RGS4 pot	KCNK9 block	KCNQ1 block	SKKanGAS inh	TMEM16A act	KCNK3 block	hERG protect	HDAC3 inhib
Cc1cc(C)c(C)c(S(=O)(=O)N2C(=S)NC(=O)C2CC(C)C)c1C (configuration not stated)	i	i	i	i	i	i	1.7	i	i	-7.8	.
CCOc1ccccc1NC(=O)NCCCCc1ccccc1	i	i	i	i	i	i	8.0	i	i	-3.2	6.5
CC(=O)NC1=NN(C(C)=O)C2(CCCCC2)S1	i	i	i	i	i	i	6.0	i	i	-0.4	-0.7
Cc1ccc(NC(=O)/C=C/c2ccc3c(c2)OCO3)cc1S(=O)(=O)N1CCOCC1	i	i	i	i	i	i	2.3	i	i	-3.2	4.6
COc1ccc(OS(=O)(=O)Cc2ccccc2)cc1	i	i	i	i	i	i	6.2	i	i	-8.0	4.5
CC1CCN(CCCCOc2ccc(F)cc2)CC1	i	i	i	i	i	i	-2.8	i	i	-3.5	-0.5
